DAX1 inh-1: inhibitors of human orphan nuclear receptor DAX1 (NR0B1); P51843; HEK293 Gal4-DAX1 luciferase reporter, luminescence; inhibition, % at 6.75 µM; 0.99% of 340,000 active; AID 504766;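 active means inhibition above the mean over all tested compounds plus 3 SD, cut at about 4.2% in these data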;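 further: 0% = DAX1-transfected cells with DMSO and 100% = empty-vector control cells with DMSO; inhibition shows as a rise in luminescence from relieved DAX1 repression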
hgDAF12 agonist: agonists of H. glycines DAF-12 nuclear receptor; HEK293 GAL4-hgDAF12 UAS-luciferase reporter, agonist luminescence; normalized to butyrate control; activation, % at 6.8 µM; 1.8% of 370,000 active;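 active means activation above a cutoff set at the mean of all screened compounds plus 3 SD, cut at about 10% in these data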;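 further: 0% = DMSO wells and 100% = sodium butyrate wells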
hcDAF12 agonist: activators of H. contortus DAF-12 nuclear receptor; HEK293 hcDAF-12 lit1-tk-luc reporter, luminescence; 0% DMSO, 100% Δ7-dafachronic acid; activation, % at 6.8 µM; 1.4% of 370,000 active; AID 652067;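 active means activation above the mean of all tested compounds plus 3 SD, cut at about 5.5% in these data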;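 further: 100% = response to 3 µM Δ7-dafachronic acid high control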
GC-A act: GC-A (human) enzyme activation; 0.14% of 370,000 active; HEK293 GC-A cells, cGMP TR-FRET, EC30 ANP; 0% at EC30 ANP, 100% saturating ANP; activation, % at 10 µM; P16066; in the data active means activation above about 40%
DAX1 inh-2: inhibitors of DAX1 repression of SF-1 activated StAR promoter; inhibition, % at 6.8 µM; HEK293T StAR-luciferase reporter, SF-1/DAX-1 repression relief; AID 652010; 1.1% of 370,000 active;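 active means inhibition above the mean over all tested compounds plus 3 SD, cut at about 3.6% in these data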;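 further: 0% = DAX-1 cells with DMSO and 100% = cells lacking DAX-1 with DMSO; higher inhibition means more luminescence from relief of DAX-1 repression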
FXN GAA850 act: activators of GAA850 frataxin (FXN) promoter. HEK293 lucGAA850 FXN promoter luciferase reporter, 24 h; percent of 10 µM SAHA response. activation, % at 6 µM. 0.56% of 360,000 active;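 active means activation above the average of all compounds screened plus 3 SD, cutoff fixed separately per campaign, cut at about 7.5% in these data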;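 further: 0% = DMSO wells and 100% = 10 µM SAHA wells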
proKLK7 act: activates the human kallikrein-7 zymogen. P49862. purified proKLK7, EDANS-DABCYL substrate fluorescence; 100% is mature enzyme control, 0% vehicle. activation, % at 7 µM. 0.9% of 370,000 active. AID 652039;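 active means activation above the mean of all tested compounds plus 3 SD, computed per campaign excluding outliers beyond control limits, cut at about 13% in these data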
GC-B act: GC-B (human) receptor activation; AID 1920062; P20594; HEK293-GC-B cells, CNP EC30, cGMP TR-FRET; 0% at EC30 CNP, 100% saturating CNP; activation, % at 10 µM; 0.11% of 370,000 active;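 active means activation at 10 µM reaching about 35% in either raw or pattern-adjusted values, limit read from the data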
Target sequence (P20594 whole entry, looked up): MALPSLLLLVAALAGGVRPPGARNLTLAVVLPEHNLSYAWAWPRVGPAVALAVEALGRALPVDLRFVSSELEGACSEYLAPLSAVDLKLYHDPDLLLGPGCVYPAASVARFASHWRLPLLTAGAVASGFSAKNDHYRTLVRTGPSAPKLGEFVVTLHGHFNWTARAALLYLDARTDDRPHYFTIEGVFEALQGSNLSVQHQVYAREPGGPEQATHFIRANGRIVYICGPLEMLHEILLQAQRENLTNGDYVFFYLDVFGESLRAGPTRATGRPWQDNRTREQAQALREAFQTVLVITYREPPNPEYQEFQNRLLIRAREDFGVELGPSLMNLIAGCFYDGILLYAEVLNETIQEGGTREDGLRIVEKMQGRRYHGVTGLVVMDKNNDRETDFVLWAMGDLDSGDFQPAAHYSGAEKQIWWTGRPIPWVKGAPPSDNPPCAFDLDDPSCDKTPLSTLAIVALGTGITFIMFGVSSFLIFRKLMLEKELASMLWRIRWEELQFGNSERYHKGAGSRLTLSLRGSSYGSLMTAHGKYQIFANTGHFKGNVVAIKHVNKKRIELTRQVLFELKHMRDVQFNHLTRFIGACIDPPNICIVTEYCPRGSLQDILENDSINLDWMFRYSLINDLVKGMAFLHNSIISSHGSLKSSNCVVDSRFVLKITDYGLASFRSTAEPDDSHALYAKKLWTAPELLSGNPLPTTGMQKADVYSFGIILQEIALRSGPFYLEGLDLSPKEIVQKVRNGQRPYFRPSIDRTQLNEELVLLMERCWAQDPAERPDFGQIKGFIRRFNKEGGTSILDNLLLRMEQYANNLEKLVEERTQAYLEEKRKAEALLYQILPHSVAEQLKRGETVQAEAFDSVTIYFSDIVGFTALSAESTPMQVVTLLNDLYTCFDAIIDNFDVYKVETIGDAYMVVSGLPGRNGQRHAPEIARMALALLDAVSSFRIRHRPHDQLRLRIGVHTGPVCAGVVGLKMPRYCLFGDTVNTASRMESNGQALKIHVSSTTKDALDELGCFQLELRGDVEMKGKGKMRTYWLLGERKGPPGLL
HGIII-sPLA2 inh: Blocks human group III sPLA2 activity; Q9NZ20; QFRET BODIPY PC-A2 liposome hydrolysis, fluorescence; inhibition, % at 12.2 µM; 0.56% of 370,000 active; AID 743126;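 active means inhibition above mean plus 3 SD of compounds lying within the high and low control bounds, cut at about 19% in these data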;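 further: 0% = median of test compound wells and 100% = no enzyme DMSO wells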
ssDAF-12 act: S. stercoralis DAF-12 activation, primary screen | AID 652126 | 1% of 370,000 active | activation, % at 6.8 µM | HEK293 ssDAF-12/GRIP1 lit1-tk-luc reporter, luminescence; % of 3 µM dafachronic acid response;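 active means activation above the mean over all tested compounds plus 3 SD, cut at about 0.9% in these data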;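 further: 0% = DMSO-only wells and 100% = 3 µM delta7-dafachronic acid wells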
SMARCA2 activ: increases SMARCA2 function in MMTV reporter cells; 1% of 370,000 active; MG213 cells, MMTV-luciferase reporter, dexamethasone, overnight; activation, % at 9.1 µM; AID 652017; in the data active means activation above about 7.8%;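 further: 0% = vehicle wells and 100% = reference activator wells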
* = called active by the depositor; · = no result given.

Structure	DAX1 inh-1	hgDAF12 agonist	hcDAF12 agonist	GC-A act	DAX1 inh-2	FXN GAA850 act	proKLK7 act	GC-B act	HGIII-sPLA2 inh	ssDAF-12 act	SMARCA2 activ
CC(C)CN(C(=O)CN1CCN(c2ccc(F)cc2)CC1)c1c(N)n(CC(C)C)c(=O)[nH]c1=O	2.3	-0.5	-3.0	0	0.1	-0.2	0.1	11	3	-0.1	-2
O=c1cc(O)c2c(=O)n(-c3ccccc3)c3ccccc3c2o1	0.0	0.9	-1.0	-4	0.7	-0.8	-0.6	-8	-2	-0.7	1
CCCCCOc1ccc(NC(=O)CCCC(=O)O)cc1	-0.1	0.5	-1.2	-2	-0.7	-0.3	0.4	-2	-3	-1.2	0
O=C(CC1CCCC1)N1CCN(S(=O)(=O)c2cccc(Br)c2)CC1	0.8	0.6	1.9	-4	0.0	1.3	0.8	3	-7	-1.2	-2
CCc1nc2ccc(C(=O)N3CCN(C)CC3)cn2c1N(C)CCC(C)C	·	-0.3	-1.8	3	0.5	-2.1	0.7	-1	5	-0.1	0
CCCOC1CCCN(C(=O)c2cc(COc3c(F)cccc3F)on2)C1 (configuration not stated)	1.2	10.0	2.5	0	4.5*	5.2	0.6	4	-4	-0.4	5
CCS(=O)(=O)N1Cc2ccccc2CC1C(=O)Nc1cccc(OC)c1 (configuration not stated)	0.8	14*	2.6	-10	-0.2	2.9	0.2	9	-6	0.1	5
CCOC(=O)C1=CCN(S(=O)(=O)c2ccccc2F)C1c1ccc(C)cc1 (configuration not stated)	·	-1.7	-0.3	-3	-0.3	·	-0.1	-6	2	-1.9	-4
C=CCc1ccc(OCCCOc2ccc(C(=O)O)cc2)c(OC)c1	0.3	-0.3	-0.8	4	2.0	2.5	-0.3	1	-8	-1.0	-1
Cc1nnc(SC(C)C(=O)NC2CCCCC2)s1 (configuration not stated)	1.9	-1.1	0.7	0	2.3	2.1	0.1	3	1	-1.4	-1
C/C(=N\Nc1ccccc1Cl)c1ccc(-n2ccnc2)cc1	1.5	1.0	-1.5	-7	-0.5	3.6	-0.3	-2	-7	-1.5	4
Cc1nc(N)sc1N=Nc1ccc(Br)cc1	5.4*	17*	8.6*	29	3.9*	6.0	0.8	-9	9	1.5*	5
Cc1nc2ccccc2n1C1CC(=O)N(Cc2ccccc2)C1=O (configuration not stated)	0.8	-1.1	-2.2	5	-0.9	-0.8	0.2	1	-7	-2.1	-4
CC(=O)c1nc(N2C(=O)C3CC=C(C)CC3C2=O)sc1C (configuration not stated)	0.3	-0.8	-0.3	-3	-0.1	-2.9	0.3	3	1	-0.9	0
S=C(Nc1ccc(Cl)cc1Cl)N1CCN(c2ccccn2)CC1	-0.8	2.2	3.1	2	0.1	2.3	-0.2	0	17	-1.5	-1

Next results:
Structure	DAX1 inh-1	hgDAF12 agonist	hcDAF12 agonist	GC-A act	DAX1 inh-2	FXN GAA850 act	proKLK7 act	GC-B act	HGIII-sPLA2 inh	ssDAF-12 act	SMARCA2 activ
Cn1nnnc1NCc1ccc(Cl)cc1	0.0	-2.1	0.1	-6	-0.5	2.7	-0.2	0	0	-1.3	-3
Cc1nonc1NC(=O)CSc1nnc(-c2ccoc2C)n1C	1.0	2.3	0.5	4	0.3	-2.4	-0.5	-1	9	-1.2	-8
O=C(NCc1ccncc1)C(=O)NCC1OCCCN1S(=O)(=O)c1ccccc1 (configuration not stated)	0.0	0.7	-2.0	2	0.1	2.4	-0.3	4	1	-0.9	-3
O=C(Nc1ccc2c(c1)OCO2)c1ccc(N2C(=O)c3ccccc3C2=O)cc1	0.9	-1.2	-1.4	-2	0.5	3.4	0.4	-2	0	-1.4	1
O=C(CN(Cc1ccc(F)cc1)C(=O)CNS(=O)(=O)c1ccc(Cl)cc1)NCC1CCCO1 (configuration not stated)	-0.1	-0.3	-1.0	-1	0.2	0.4	-0.3	-5	-1	-1.5	-2
CCOC(=O)N1CCN(S(=O)(=O)c2c(C(=O)N3CCCCC3)c(C)n(C)c2C)CC1	0.3	0.0	1.9	1	1.0	0.6	-0.3	3	13	-1.0	-2
C=CCSc1n[nH]c2nc3c(c(=O)n12)C1(CCCC1)Cc1ccccc1-3	-0.9	-0.1	0.7	3	0.2	-1.7	-12	-2	4	-0.1	1
CCOc1ccc(N(CC(=O)Nc2ccccc2C)S(=O)(=O)c2c(C)noc2C)cc1	-1.1	2.5	-2.2	·	-3.2	-3.0	-0.6	·	2	-0.1	-3
O=C(COC(=O)c1ccc(S(=O)(=O)N2CCOCC2)cc1)Nc1nc(-c2ccccc2)cs1	-1.0	1.9	-0.7	-2	-0.3	0.0	-0.5	2	3	-1.2	2
CN(CCC#N)c1ccc(C=C(C#N)c2ccc(Br)cc2)cc1	0.9	-1.5	0.8	-8	-0.2	1.6	-0.3	1	0	-0.7	-2
CCOC(=O)c1cnc2ccc(C)cc2c1Sc1ccccc1C(=O)OC	0.5	0.2	1.3	-18	-0.7	0.2	0.6	-18	4	-1.2	-1
CC(=O)Nc1ccc(S(=O)(=O)NCCSCc2ccco2)cc1	0.6	-1.5	2.6	2	-0.3	1.1	0.6	5	-19	-1.9	1
COc1ccc(CC(=O)NNC(=O)CCc2ccccc2)cc1OC	1.1	1.5	-0.5	0	0.4	0.4	-0.1	2	0	-0.3	2
CCCNC(=O)C1(CC2CC(c3ccccc3)=NO2)CCN(C(=O)C2CCCC2)CC1 (configuration not stated)	0.3	1.9	1.9	0	-0.8	0.7	-0.1	3	5	-1.0	0
Cc1ccc(N(CC(=O)N/N=C/c2cccc(Br)c2)S(C)(=O)=O)cc1	-0.2	4.2	3.5	1	-0.1	2.8	0.5	-7	-7	1.4*	1

New compounds follow.
Structure	DAX1 inh-1	hgDAF12 agonist	hcDAF12 agonist	GC-A act	DAX1 inh-2	FXN GAA850 act	proKLK7 act	GC-B act	HGIII-sPLA2 inh	ssDAF-12 act	SMARCA2 activ
O=C(CCN1C(=O)c2ccccc2C1=O)Nc1ccncc1	-0.1	-0.1	-0.6	5	-0.1	-0.1	0.1	2	-2	-0.7	-1
Cn1c(=O)c2c(nc(CN3CCN(CCO)CC3)n2CCc2ccccc2)n(C)c1=O	0.0	-0.2	0.8	0	0.0	-0.8	0.3	5	10	-1.2	0
O=C(Nc1cc(S(=O)(=O)N2CCCC2)ccc1Cl)c1cc(F)c(F)c(F)c1F	0.4	0.6	1.2	-30	-1.1	-1.6	-0.4	-10	-1	-1.0	2
CC1(C(=O)NCc2cccc3ccccc23)CCN1Cc1ccc(OC(F)(F)F)cc1 (configuration not stated)	·	5.2	-0.1	-12	-0.5	1.6	0.1	-6	-9	-1.5	-3
CCNS(=O)(=O)c1ccc2c3c(cccc13)C(=O)N2	0.8	1.4	0.0	3	0.1	3.5	86*	0	4	-1.8	6
N/C(=N\OS(=O)(=O)c1cc(Cl)ccc1Cl)c1ccncc1	2.1	2.2	1.9	0	-0.1	1.5	0.3	-3	4	-1.9	-1
O=C(COC(=O)CSc1ccc(F)cc1)NCc1ccco1	1.0	-1.8	-0.9	4	-3.4	-0.1	0.0	-3	11	-0.6	-4
O=C1CC(NCc2cccs2)C(=O)N1c1ccc(Cl)cc1 (configuration not stated)	-0.4	-0.3	0.8	6	0.3	-1.0	0.4	-2	-1	-1.1	-2
COCCCNc1nc2nonc2nc1N1CCC(C(C)N2CCOCC2)CC1 (configuration not stated)	0.5	0.3	-1.1	0	0.1	2.4	0.6	-1	-3	-1.3	-3
O=C(Cc1ccc(O)cc1)NC1CCCCCC1	0.1	7.7	6.8*	1	1.1	2.5	-0.1	8	6	-0.3	0
C[C@@H]1ON(C)[C@H]2C[C@H]3c4[nH]c5ccccc5c4CCN3C(=O)[C@@H]12	-0.8	1.4	3.2	10	1.0	1.8	15*	12	0	1.0*	1
O=C(NCC(=O)N1CCCCCCC1)c1ccc(Cl)c(Cl)c1	-0.4	-1.6	1.7	3	1.1	0.1	0.5	5	4	-0.9	-2
Cc1ccc(Cc2c(-c3ccc(F)cc3)nc3cc(C)ccn23)cc1	2.7	17*	1.5	21	6.6*	7.2	0.3	29	-2	-0.4	3
C=CCOC(=O)C1=C(C)NC(SCC(=O)Nc2ccccc2)=C(C#N)C1c1ccco1 (configuration not stated)	-0.8	-3.6	-2.5	·	-0.9	0.7	-1.6	·	-8	-1.0	-3
Cc1nc2ccc(Cl)cn2c1C(=O)NN	0.3	8.7	-1.4	0	-0.1	-2.2	-0.2	0	2	-0.9	-2

2 records drawn at random from those above:
Structure	DAX1 inh-1	hgDAF12 agonist	hcDAF12 agonist	GC-A act	DAX1 inh-2	FXN GAA850 act	proKLK7 act	GC-B act	HGIII-sPLA2 inh	ssDAF-12 act	SMARCA2 activ
O=C1CC(NCc2cccs2)C(=O)N1c1ccc(Cl)cc1 (configuration not stated)	-0.4	-0.3	0.8	6	0.3	-1.0	0.4	-2	-1	-1.1	-2
CC1(C(=O)NCc2cccc3ccccc23)CCN1Cc1ccc(OC(F)(F)F)cc1 (configuration not stated)	·	5.2	-0.1	-12	-0.5	1.6	0.1	-6	-9	-1.5	-3

(continued)
Structure	DAX1 inh-1	hgDAF12 agonist	hcDAF12 agonist	GC-A act	DAX1 inh-2	FXN GAA850 act	proKLK7 act	GC-B act	HGIII-sPLA2 inh	ssDAF-12 act	SMARCA2 activ
COc1cc(NC(=O)C(=O)NCCN2CCNCC2)c(OC)cc1Cl	0.2	2.6	0.1	1	-0.3	0.3	0.0	1	1	-0.8	-2
CC1(C(=O)NS(=O)(=O)c2ccc(Cl)cc2)CCN1C(=O)COc1ccc(Cl)cc1 (configuration not stated)	·	3.0	0.6	2	0.0	1.3	1.1	-4	-17	-0.9	-2
CCNc1nc(NC(C)CC)nc(ON=C(C)C)n1 (configuration not stated)	2.5	-0.8	-1.8	·	-0.8	0.7	0.3	·	-3	-1.0	-2
COc1ccc(N=C2SC(C(=O)O)CC(=O)N2Cc2ccc(OC)c(OC)c2)cc1 (configuration not stated)	-0.2	-2.9	-0.3	5	1.6	0.1	0.7	3	-9	-0.8	0
O=C(Cc1ccc([N+](=O)[O-])cc1)Oc1ccccc1	0.0	-2.0	-1.1	-12	-0.5	-0.3	-0.1	-3	-49	-1.1	-5

Source: PubChem BioAssay (several laboratories)
